Epigenetic mod: derepresses silenced GFP locus in mouse C127i cells; mouse C127i GFP locus derepression, cytometry, 30 h; AID 597; 68,000 tested, 0.09% active; Potency, µM (highest dose often 46.1 µM), for inactives: at the top dose GFP derepression (activation); further: % of control where 0% means no effect
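Locus derepression in mouse mammary C127i cells whose integrated CMV-GFP reporter is normally silent; GFP expression after 30 h compound treatment was quantified by counting fluorescent cells.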
FLuc inh: blocks Photinus pyralis firefly luciferase activity. P08659. purified firefly luciferase, luminescence, 8 min. Potency, µM (doses to about 57.1 µM), for the others: at the top dose activity change, negative = inhibition, actives largely listed as inhibitors. 72,000 tested, 2.2% active; further: potency means the concentration at half of the fitted maximal effect; on the % scale 0 is the no-effect control and ±100 the full control effect; nearly all actives have a fitted effect of over 40% in size
Target sequence (P08659 whole entry, looked up): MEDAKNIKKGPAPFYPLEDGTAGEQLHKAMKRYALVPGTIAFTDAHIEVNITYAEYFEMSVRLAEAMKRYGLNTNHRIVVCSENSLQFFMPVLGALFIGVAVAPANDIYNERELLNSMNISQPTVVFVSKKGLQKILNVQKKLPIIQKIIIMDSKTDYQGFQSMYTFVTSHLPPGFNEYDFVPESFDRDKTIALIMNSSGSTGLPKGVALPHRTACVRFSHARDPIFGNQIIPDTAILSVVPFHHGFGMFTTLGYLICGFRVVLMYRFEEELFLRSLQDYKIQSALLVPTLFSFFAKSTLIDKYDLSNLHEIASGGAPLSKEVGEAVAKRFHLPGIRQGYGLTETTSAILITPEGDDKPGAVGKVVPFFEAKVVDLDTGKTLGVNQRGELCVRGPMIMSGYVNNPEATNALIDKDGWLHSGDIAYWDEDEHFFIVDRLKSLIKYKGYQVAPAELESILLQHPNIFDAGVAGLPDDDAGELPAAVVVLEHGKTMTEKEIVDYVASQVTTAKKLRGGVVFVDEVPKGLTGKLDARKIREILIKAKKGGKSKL
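Firefly luciferase (PKLight detection mix) with 10 uM ATP in pH 7.2 imidazole buffer (KCl, MgCl2, Tween 20, BSA). Compounds tested across a concentration series (qHTS). Luminescence read after 8 min at ambient temperature.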
* = called active by the depositor; [ ] = another dose, or the depositor's remark. The call rests on the fitted dose curve; in most records, active means well fitted curve in the direction sought with a large enough effect; inconclusive means small, poorly fitted or top-dose-only effect, or another doubt; inactive means no such curve, though single readings can be large; an effect the other way counts as inactive or inconclusive. This is a subset; count on the stated rates, not on these rows.

Structure	Epigenetic mod	FLuc inh
CCN(CC)CCOC(=O)C1(c2ccc(OC)c(OC)c2)CCCC1	3%[20.6 µM]	1%[25.5 µM]
Cc1cccc(C)c1OCC(O)CNS(=O)(=O)c1ccccc1C(=O)N1CCCCC1 (configuration not stated)	6%[20.6 µM]	-2%[25.5 µM]
CCCCSc1nc(N)c(C#N)c(-c2cccs2)c1C#N	-4%[20.6 µM]	-3%[25.5 µM]
CCCCn1c(O)c(C=NCCCN(C)C)c(=O)[nH]c1=O	-6%[20.6 µM]	2%[25.5 µM]
CCCCC(=O)c1c(C)cc(C)[nH]c1=O	3%[20.6 µM]	1%[25.5 µM]
CCN(CC)CCn1c(O)c(N=O)c2ccccc21	4%[20.6 µM]	2%[25.5 µM]
O=C1CSC(=Nc2ccc(O)cc2)N1c1ccc(O)cc1	-3%[20.6 µM]	2%[25.5 µM]
CCCCNc1nc2c(c(=O)n(C)c(=O)n2C)n1Cc1cccc(OC)c1	0%[20.6 µM]	0%[25.5 µM]
CCOC(=O)CC(=O)CSc1nc(N)c(C#N)c(-c2ccc(F)cc2)c1C#N	0%[20.6 µM]	2%[25.5 µM]
CC(O)Cn1cnc2c1c(=O)n(C)c(=O)n2C (configuration not stated)	-2%[20.6 µM]	1%[25.5 µM]
COC(=O)c1cc(=O)n2c(-c3ccc(OC)cc3)csc2n1	7%[20.6 µM]	-1%[25.5 µM]
Cc1ccc2[nH]c(CCN(C)C)c(CC#N)c2c1	8%[20.6 µM]	0%[25.5 µM]
CC(=O)c1cccc(N=C2NC(=O)C(CO)(CO)S2)c1	-2%[20.6 µM]	1%[25.5 µM]
Cc1ccc(-c2nn(C)c(=O)c3ccccc23)cc1CNC(=O)CSc1nc2ccccc2o1	-2%[20.6 µM]	0%[25.5 µM]
CCc1cn([C@H]2C[C@H](O)[C@@H](CO)O2)c(=O)[nH]c1=O	-4%[20.6 µM]	0%[25.5 µM]
COc1ccc(C(=O)OC(C)CN2CCN(C)CC2)cc1OC (configuration not stated)	4%[20.6 µM]	-2%[25.5 µM]
Cc1nnc(N2CCOCC2)c2ccccc12	0%[20.6 µM]	0%[25.5 µM]
CCOc1ccc(-c2nnc3sc(COc4ccccc4)nn23)cc1	0%[20.6 µM]	2%[25.5 µM]
CCn1cc(/C=N/O)c(C)n1	0%[20.6 µM]	1%[25.5 µM]
Cn1nnnc1-c1cc(Br)ccc1NC(=O)c1ccccc1	0%[20.6 µM]	2%[25.5 µM]
O=C(O)C(Cc1c[nH]c2ccccc12)NS(=O)(=O)c1cccc2nsnc12 (configuration not stated)	-1%[20.6 µM]	-4%[25.5 µM]
O=C(CCN1CCc2ccccc2CC1)c1ccc2c(c1)OCCO2	0%[20.6 µM]	2%[25.5 µM]
COCCCn1c2nc3ccccc3nc2c2c(=O)n(-c3ccccc3OC)c(C)nc21	6%[20.6 µM]	-1%[25.5 µM]
COC(=O)CSc1nnc(C)c(=O)[nH]1	-3%[20.6 µM]	0%[25.5 µM]
Cn1c(NCc2cccnc2)nc2c1c(=O)n(Cc1ccccc1F)c(=O)n2C	0%[20.6 µM]	2%[25.5 µM]
N#CC1=C(SCC(=O)c2ccc(Br)cc2)NC2=C(C(=O)CCC2)C1c1ccco1 (configuration not stated)	2%[20.6 µM]	0%[25.5 µM]
Cc1nc(SC2C=CS(=O)(=O)C2)n[nH]1 (configuration not stated)	0%[20.6 µM]	2%[25.5 µM]
Cc1ccc(S(=O)(=O)N2CCC(N3CCCCCC3)CC2)cc1	-2%[20.6 µM]	2%[25.5 µM]
Cn1c(SCC(=O)NCc2ccccc2)nc2ccccc21	0%[20.6 µM]	0%[25.5 µM]
Cn1c(OCc2cccnc2)nc2c1c(=O)n(Cc1ccccc1)c(=O)n2C	2%[20.6 µM]	1%[25.5 µM]

A draw from above in order of molecular weight, low to high.
Structure	Epigenetic mod	FLuc inh
CCn1cc(/C=N/O)c(C)n1	0%[20.6 µM]	1%[25.5 µM]
CCCCC(=O)c1c(C)cc(C)[nH]c1=O	3%[20.6 µM]	1%[25.5 µM]
COC(=O)CSc1nnc(C)c(=O)[nH]1	-3%[20.6 µM]	0%[25.5 µM]
Cc1nnc(N2CCOCC2)c2ccccc12	0%[20.6 µM]	0%[25.5 µM]
Cc1nc(SC2C=CS(=O)(=O)C2)n[nH]1 (configuration not stated)	0%[20.6 µM]	2%[25.5 µM]
Cc1ccc2[nH]c(CCN(C)C)c(CC#N)c2c1	8%[20.6 µM]	0%[25.5 µM]
CCN(CC)CCn1c(O)c(N=O)c2ccccc21	4%[20.6 µM]	2%[25.5 µM]
CC(=O)c1cccc(N=C2NC(=O)C(CO)(CO)S2)c1	-2%[20.6 µM]	1%[25.5 µM]
O=C1CSC(=Nc2ccc(O)cc2)N1c1ccc(O)cc1	-3%[20.6 µM]	2%[25.5 µM]
Cn1c(SCC(=O)NCc2ccccc2)nc2ccccc21	0%[20.6 µM]	0%[25.5 µM]
COC(=O)c1cc(=O)n2c(-c3ccc(OC)cc3)csc2n1	7%[20.6 µM]	-1%[25.5 µM]
COc1ccc(C(=O)OC(C)CN2CCN(C)CC2)cc1OC (configuration not stated)	4%[20.6 µM]	-2%[25.5 µM]
O=C(CCN1CCc2ccccc2CC1)c1ccc2c(c1)OCCO2	0%[20.6 µM]	2%[25.5 µM]
CCN(CC)CCOC(=O)C1(c2ccc(OC)c(OC)c2)CCCC1	3%[20.6 µM]	1%[25.5 µM]
Cn1nnnc1-c1cc(Br)ccc1NC(=O)c1ccccc1	0%[20.6 µM]	2%[25.5 µM]
CCCCNc1nc2c(c(=O)n(C)c(=O)n2C)n1Cc1cccc(OC)c1	0%[20.6 µM]	0%[25.5 µM]
Cn1c(OCc2cccnc2)nc2c1c(=O)n(Cc1ccccc1)c(=O)n2C	2%[20.6 µM]	1%[25.5 µM]
Cn1c(NCc2cccnc2)nc2c1c(=O)n(Cc1ccccc1F)c(=O)n2C	0%[20.6 µM]	2%[25.5 µM]
CCOC(=O)CC(=O)CSc1nc(N)c(C#N)c(-c2ccc(F)cc2)c1C#N	0%[20.6 µM]	2%[25.5 µM]
O=C(O)C(Cc1c[nH]c2ccccc12)NS(=O)(=O)c1cccc2nsnc12 (configuration not stated)	-1%[20.6 µM]	-4%[25.5 µM]
COCCCn1c2nc3ccccc3nc2c2c(=O)n(-c3ccccc3OC)c(C)nc21	6%[20.6 µM]	-1%[25.5 µM]
Cc1ccc(-c2nn(C)c(=O)c3ccccc23)cc1CNC(=O)CSc1nc2ccccc2o1	-2%[20.6 µM]	0%[25.5 µM]

Returning to the listing, starting 2 compounds before the break.
Structure	Epigenetic mod	FLuc inh
Cn1c(SCC(=O)NCc2ccccc2)nc2ccccc21	0%[20.6 µM]	0%[25.5 µM]
Cn1c(OCc2cccnc2)nc2c1c(=O)n(Cc1ccccc1)c(=O)n2C	2%[20.6 µM]	1%[25.5 µM]
CNC(=O)Nc1cccc(NC(=O)NC)n1	2%[20.6 µM]	5%[25.5 µM]
CNc1oc(-c2ccccc2Cl)nc1C#N	-4%[20.6 µM]	-5%[25.5 µM]
O=C(c1ccccc1)c1cc(-c2ccccc2)on1	0%[20.6 µM]	1.6µM*
Cc1cc(C)c(NC(=O)OCCN2CCOCC2)c(C)c1	2%[20.6 µM]	1%[25.5 µM]
O=c1oc2cc(O)ccc2c2oc3cc(O)ccc3c12	0%[20.6 µM]	-5%[25.5 µM]
CCOC(=O)c1cnc(SC2CC(=O)N(c3cccc(OC)c3)C2=O)nc1N (configuration not stated)	4%[20.6 µM]	2%[25.5 µM]
CN(C)CC(O)COc1ccc(C(C)(C)c2ccc(OCC(O)CN(C)C)cc2)cc1 (configuration not stated)	-4%[20.6 µM]	1%[25.5 µM]
CCNc1sc(C(=O)c2cccs2)c(N)c1C#N	8%[20.6 µM]	0%[25.5 µM]
CCN(CC)CCN1C(=O)C(=O)/C(=C(/O)c2ccc(OC(C)C)cc2)C1c1ccncc1 (configuration not stated)	0%[20.6 µM]	0%[25.5 µM]
O=C1C2CC=C(Cl)CC2C(=O)N1CNc1ccccn1 (configuration not stated)	3%[20.6 µM]	0%[25.5 µM]
COc1ccc(C(=O)Nc2nc(N)n(-c3ccccc3)n2)cc1OC	2%[20.6 µM]	-2%[25.5 µM]
CC(C)CN1C(=O)c2ccc(C(=O)Nc3ccccn3)cc2C1=O	-4%[20.6 µM]	-5%[25.5 µM]
C=CC[N+](C)(C)CCCNC(=O)/C=N/O	4%[20.6 µM]	0%[25.5 µM]
COc1cc(-c2nn3c(-c4ccco4)nnc3s2)cc(OC)c1OC	2%[20.6 µM]	-2%[25.5 µM]
CN1C(=O)NC(c2ccccc2)C2=C1CN(Cc1ccccc1)C2=O (configuration not stated)	-3%[20.6 µM]	1%[25.5 µM]
CNc1nc(C)c(C#N)cc1C(C)=O	2%[20.6 µM]	1%[25.5 µM]
CN=C1c2c(-c3ccccc3)c3cc(OC)ccc3n2CCN1C	-4%[20.6 µM]	2%[25.5 µM]
O=C(Nc1nccs1)NC(C(F)(F)F)C(F)(F)F	-3%[20.6 µM]	1%[25.5 µM]
CC(=O)Nc1ccc(OC(=O)CC2SC(=O)NC2=O)cc1 (configuration not stated)	15%[20.6 µM]	0%[25.5 µM]
CCOC(=O)C1=C(CSc2nc3c(cc2C#N)CN(C)CC3)OC(N)=C(C#N)C1c1ccccc1 (configuration not stated)	2%[20.6 µM]	-9%[25.5 µM]
Cc1ccc2nc(NCc3ccccc3)[nH]c2c1	-4%[20.6 µM]	10µM*
Cn1c(=O)n(CCC(=O)O)c2ccccc21	5%[20.6 µM]	2%[25.5 µM]
Cn1cc(Br)cc2nc(C(F)(F)F)nc1-2	2%[20.6 µM]	0%[25.5 µM]
Cc1ccc(S(=O)(=O)N2CCN(c3nc(C(C)C)c4c(c3C#N)CC(C)(C)OC4)CC2)cc1	2%[20.6 µM]	0%[25.5 µM]
CCN(CC)CCCN1C(=O)C(=O)/C(=C(/O)c2ccc(Cl)cc2)C1c1ccccn1 (configuration not stated)	4%[20.6 µM]	0%[25.5 µM]
CC(O)c1n(C)c(Cl)c[n+]1C (configuration not stated)	-1%[20.6 µM]	4%[25.5 µM]
CCCCc1c(O)nc(SCCN(C)C)n(-c2ccccc2)c1=O	8%[20.6 µM]	1%[25.5 µM]
CC1(C)Cc2nc3sc4c(N(CCO)CCO)ncnc4c3cc2CO1	0%[20.6 µM]	-8%[25.5 µM]
O=C(C/C(=N/O)c1ccccc1O)C(F)F	0%[20.6 µM]	1%[25.5 µM]
CC1(C)Cc2c(c(N3CCOCC3)nc3sc4c(NCc5ccco5)nnnc4c23)CS1	0%[20.6 µM]	2%[25.5 µM]

(more compounds)
Under each structure – Epigenetic mod	FLuc inh
CCN(CC)c1ccc2cc(C(=O)Nc3ccccn3)c(=O)oc2c1
 : -3%[20.6 µM]	1µM*
CCc1nc(SCc2cccnc2)c(C#N)cc1C
 : 5%[20.6 µM]	1%[25.5 µM]
Cc1c(/C(O)=C2/C(=O)C(=O)N(CCCN3CCOCC3)C2c2ccncc2)cnn1-c1ccccc1 (configuration not stated)
 : 0%[20.6 µM]	-1%[25.5 µM]
Cc1ccc(OCc2nnc(NC(=O)c3ccco3)s2)c(C)c1
 : -3%[20.6 µM]	2%[25.5 µM]
CCOc1ccc(-n2c3nc4ccccc4nc3c3c(=O)n(Cc4ccco4)cnc32)cc1
 : 9%[20.6 µM]	-5%[25.5 µM]
O=C(O)CCCCCN1C(=O)CCC1=O
 : 8%[20.6 µM]	0%[25.5 µM]
Cc1nc2sc(C#N)c(N)c2c2c1CCCC2
 : 5%[20.6 µM]	-5%[25.5 µM]
COc1ccc(CCN(C)CCCC(C#N)(c2cc(OC)c(OC)c(OC)c2)C(C)C)cc1OC (configuration not stated)
 : 0%[20.6 µM]	3%[25.5 µM]
Cn1c2ccccc2c2nn(-c3ccccc3)c(=O)cc21
 : 6%[20.6 µM]	2%[25.5 µM]
CCOC(=O)C1=C(C)OC(N)=C(C#N)C1c1cc2ccccc2nc1N1CCCCC1 (configuration not stated)
 : 7%[20.6 µM]	1%[25.5 µM]
CCCCc1nc2n[nH]c(N)c2c2c1CCCC2
 : 0%[20.6 µM]	2%[25.5 µM]
Cc1ccc(S(=O)(=O)N(CC(O)CN2CCOCC2)c2cc(Cl)ccc2Cl)cc1 (configuration not stated)
 : 2%[20.6 µM]	0%[25.5 µM]
O=C(Cc1ccc(Cl)cc1)Nc1cccc(-c2nnc(-c3ccco3)o2)c1
 : 4%[20.6 µM]	2%[25.5 µM]
CCCCn1c2nc3ccccc3nc2c2c(=O)n(CC(C)C)cnc21
 : -6%[20.6 µM]	2%[25.5 µM]
Cc1nnc(C)n1/N=C/c1cccn1C
 : 6%[20.6 µM]	-1%[25.5 µM]

Screening data from PubChem.
